TDP43 rescue = qHTS of TDP-43 Inhibitors; TDP-43 expressing yeast growth rescue, BacTiter-Glo, 24 h; Potency, µM (titrated, usually from 46.1 µM), without a hit: at the top dose growth rescue (activation), usual class: activators; 1.8% of 410,000 active; AID 652104, 2013; further: potency means the concentration at half of the fitted maximal effect; % of control where 0% means no effect; nearly all actives have a fitted effect of over 50% in size
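In this qHTS, compounds that restore growth of yeast expressing TDP-43 appear as activators. Cells (OD600=0.02, galactose medium, raffinose-pregrown) are incubated with compound 24 hr at 30 deg C and growth is quantified by BacTiter-Glo.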
Abeta yeast res = qHTS for compounds that reverse cellular toxicity of Amyloid beta (A-beta) peptide in yeast: Primary Screen; yeast expressing A-beta42, growth rescue, OD600, 48 h; response scale: 0% DMSO, 100% iron-clioquinol control; Potency, µM (series often up to 46.1 µM), for inactives: top-dose growth rescue, usual class: activators; 0.063% of 410,000 active; AID 1347071, 2019; further: potency means the concentration at half of the fitted maximal effect; nearly all actives have a fitted effect of over 55% in size
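Yeast growth medium received pinned compounds, then yeast cells expressing toxic A-beta were added; plates incubated at 30 C for 48 hr. Growth read as absorbance at 600 nm, normalized to DMSO and equimolar FeCl3 plus clioquinol controls.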
Akt phos inh = HTS Assay for Inhibitors of Akt Phophorylation: Primary Screen. Neuro2A IGF-stimulated pAkt S473 HTRF, 20 min; active compounds read low. activity change, % for hits at 50 µM. 0.32% of 360,000 active. AID 651550, 2012; in the data active means activity change below about -80%; inconclusive means mostly about -51% to -80%; further: on the % scale 0 is the no-effect control and ±100 the full control effect
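Single-point screen (50 µM final compound) in Neuro2A cells stimulated 20 min with 6 nM IGF at 37 deg C. After lysis, Ser473-phosphorylated Akt read by HTRF (ex 330 nm, em 615/665 nm) as the 665/615 ratio.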
MmCpn inh = Inhibitors of TCP-1 ring complex (TRiC) of Methanococcus maripaludis (MmCpn): qHTS; AID 504842, 2011; Potency, µM (doses to about 76.9 µM), inactives show at the top dose activity, negative = inhibition, most hits filed as inhibitors; purified Mm-Cpn ATPase, ADP Transcreener TR-FRET; Chaperonin Mm-Cpn (Methanococcus maripaludis); 0.031% of 330,000 active; further: potency means the concentration at half of the fitted maximal effect; on the % scale 0 is the no-effect control and ±100 the full control effect; nearly all actives have a fitted effect of over 80% in size
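25 nM Mm-CPN + cpd, 10 min 37°C; + 10 uM ATP, 30 min 37°C; buffer 30 mM Tris pH 7.4, 100 mM KCl, 5 mM MgCl2, 1 mM DTT; Transcreener ADP HTRF detection 30 min RT.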
PTHR1 agonist = qHTS for PTHR1 Agonists: Primary Screen | AID 743266, 2014 | Potency, µM (doses to about 115 µM), inactives show at the top dose activation, hits mostly activators | HEK293 GP2 PTHR1 cells, GloSensor cAMP luminescence, 1 h | 0.075% of 410,000 active | Parathyroid hormone/parathyroid hormone-related peptide receptor (Homo sapiens), Q03431; further: potency means the concentration at half of the fitted maximal effect; nearly all actives have a fitted effect of over 55% in size; some results filed as inactive show a strong effect at the top dose; inactives centre near -15; many of its hits are not listed in these tables
Target sequence (Q03431 whole entry, looked up): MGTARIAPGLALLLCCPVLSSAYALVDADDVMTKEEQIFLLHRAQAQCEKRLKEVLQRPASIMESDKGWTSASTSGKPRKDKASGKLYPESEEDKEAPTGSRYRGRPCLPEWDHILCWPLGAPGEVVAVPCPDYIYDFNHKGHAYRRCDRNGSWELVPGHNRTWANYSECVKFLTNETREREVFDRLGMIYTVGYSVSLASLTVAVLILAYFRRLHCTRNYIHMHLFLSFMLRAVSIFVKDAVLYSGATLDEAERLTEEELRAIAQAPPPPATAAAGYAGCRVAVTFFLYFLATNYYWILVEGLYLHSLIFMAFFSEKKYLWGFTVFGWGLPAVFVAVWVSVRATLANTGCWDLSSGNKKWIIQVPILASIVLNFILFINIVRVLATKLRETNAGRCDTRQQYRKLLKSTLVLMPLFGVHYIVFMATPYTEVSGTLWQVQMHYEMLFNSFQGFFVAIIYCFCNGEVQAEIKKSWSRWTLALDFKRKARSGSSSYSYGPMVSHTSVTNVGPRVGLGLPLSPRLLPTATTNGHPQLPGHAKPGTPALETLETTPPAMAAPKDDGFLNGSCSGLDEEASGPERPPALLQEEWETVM
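HEK-293-derived GP2 cells expressing PTHR1 and a GloSensor cAMP reporter, 3,000/well, plated overnight, given luciferin plus IBMX (each 0.5 mM as added) for 1 h at 37 °C, then compound for 1 h at 37 °C. Luminescence was read after 15 min at room temperature.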
HEK293 tox = qHTS of GLP-1 Receptor Inverse Agonists: Cytotox Screen | HEK293 cAMP-luciferase reporter cells, luminescence, 24 h | Potency, µM (titrated, usually from 38.3 µM), inactives show at the highest dose activity change, negative = inhibition, hits mostly inhibitors | 0.13% of 410,000 active;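 further: loss of luciferase light is scored as toxicity; potency means the concentration at half of the fitted maximal effect; on the % scale 0 is the no-effect control and ±100 the full control effect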
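Here, cytotoxicity is scored as loss of luminescence. The MLSMR collection was tested on cells seeded in medium containing 10% Nu serum, with a 24 hr compound exposure preceded by 12 hours of culture.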
GLP1R inv ag = qHTS of GLP-1 Receptor Inverse Agonists (Inhibition Mode). 1.6% of 410,000 active. Potency, µM (top dose mostly 38.3 µM), inactives show top-dose activity change, negative = inhibition, most hits filed as inhibitors. Glucagon-like peptide 1 receptor (Homo sapiens), P43220. HEK293 GLP-1R CRE-luciferase, luminescence, 24 h; GLP-1R form is constitutively active; further: potency means the concentration at half of the fitted maximal effect; on the % scale 0 is the no-effect control and ±100 the full control effect; nearly all actives have a fitted effect of over 55% in size
Target sequence (P43220 whole entry, looked up): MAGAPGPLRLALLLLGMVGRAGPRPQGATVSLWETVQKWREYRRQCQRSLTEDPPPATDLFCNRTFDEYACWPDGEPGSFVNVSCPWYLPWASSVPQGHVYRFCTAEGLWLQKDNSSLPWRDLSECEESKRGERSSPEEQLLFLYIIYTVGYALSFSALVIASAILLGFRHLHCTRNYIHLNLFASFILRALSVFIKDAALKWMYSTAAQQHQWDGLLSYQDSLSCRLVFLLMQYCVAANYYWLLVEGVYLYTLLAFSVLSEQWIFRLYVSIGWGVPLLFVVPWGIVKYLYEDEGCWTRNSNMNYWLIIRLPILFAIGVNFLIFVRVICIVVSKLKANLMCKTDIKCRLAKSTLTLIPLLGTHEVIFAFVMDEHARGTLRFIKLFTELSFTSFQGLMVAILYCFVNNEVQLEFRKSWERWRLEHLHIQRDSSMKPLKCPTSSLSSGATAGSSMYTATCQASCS
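HEK293 cells stably co-expressing a cAMP-responsive luciferase reporter and constitutively active GLP-1R were seeded, incubated 12 h, then exposed to compounds for 24 h at 37 C. Luminescence was read 12 min after detection reagent; inverse agonists lower signal.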
FUS suppressor = qHTS for Suppressors of FUS Proteinopathy: Primary screen using FUS-linked yeast assay | S. cerevisiae FUS-expressing, growth rescue, OD600, 24 h | Potency, µM (doses to about 76.6 µM), inactives show at the highest dose growth rescue (activation), usual class: activators | 0.24% of 390,000 active | AID 1347120, 2019;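 further: potency means the concentration at half of the fitted maximal effect; plate controls were DMSO vehicle for no effect and reference control for full effect; nearly all actives have a fitted effect of over 55% in size; some results filed as inactive show a strong effect at the top dose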
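Quantitative HTS measuring growth restoration of FUS-toxic yeast. Galactose-induced cells (OD 0.005) were exposed 24hr at 30C to compounds at several concentrations, then absorbance at 600 nm was recorded.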
aSyn rescue = qHTS of alpha-syn Inhibitors; Yeast expressing alpha-synuclein, growth rescue, BacTiter-Glo, 24 h; Potency, µM (titrated, usually from 46.1 µM), inactives show at the highest dose growth rescue (activation), actives largely listed as activators; 0.14% of 370,000 active; further: potency means the concentration at half of the fitted maximal effect; % of control where 0% means no effect; nearly all actives have a fitted effect of over 65% in size
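Readout is rescue of growth in alpha-synuclein-expressing yeast, so inhibitors of toxicity appear as activators. Growth after 24 hr at 30 deg C in galactose medium is quantified by luminescence.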
Numbers without * were called inactive; i = inactive; ? = inconclusive; . = no result given; & = joins results of further samples; [ ] = remark or other dose. Unless noted, the call rests on the fitted dose curve; in most records, active means well fitted curve in the direction sought with a large enough effect; inconclusive means small, poorly fitted or top-dose-only effect, or another doubt; inactive means no such curve, though single readings can be large; an effect the other way counts as inactive or inconclusive. An excerpt (hit frequency here may not be typical).

Value order: aSyn rescue, FUS suppressor, PTHR1 agonist, Abeta yeast res, Akt phos inh, HEK293 tox, MmCpn inh, GLP1R inv ag, TDP43 rescue
CS(=O)(=O)N1CCN(c2ccc([N+](=O)[O-])c(SCc3ccco3)c2)CC1
→ 0%, 18%, -9%, -7%, i, -18%, -2%, 15%, -8%
O=C(COC(=O)C1(c2ccccc2F)CCCC1)Nc1ncc(C(F)(F)F)cc1Cl
→ -6%, ?, -20%, 3%, i, 3%, -3%, ?, 4%
COc1ccc(Nc2nc(N)nc(CCl)n2)cc1
→ -9%, 8%, i, 3%, i, 10%, -2%, ?, 12%
O=C(CSc1nc(=O)n2ccccc2n1)N1CCCCCC1
→ -5%, -3%, i, 11%, i, -1%, 1%, 25%, 21%
CCOc1ccccc1NC(=O)C(CC(C)C)NC(=O)C1CCCCC1 (configuration not stated)
→ 0%, 20%, i, 10%, i, -15%, -1%, -8%, 6%
COc1ccc(CNC(=O)c2cnc3cc(C)ccn3c2=O)cc1
→ 7%, -1%&-6%, 0%, -9%&14%, i, 1%&0%, 0%, 13%&13%, 7%&22%
COc1ccc(OC(C)C(=O)Nc2cccc([N+](=O)[O-])c2)cc1 (configuration not stated)
→ -8%, ., i, -4%, i, 9%, 3%, 20%, 10µM*
COc1cccc(CNC(=O)[C@@H]2CCCN2C(=O)[C@H]2CCCCN2C(=O)c2ccccc2)c1
→ 0%, -5%, -17%, -1%, i, 1%, ., 16%, 24%
CCN(CC)C(=O)C1=C(C)N(CCCOC)C(=O)C(CC(=O)NCc2ccco2)C1 (configuration not stated)
→ -1%, -25%, -8%, -5%, i, 1%, ., 15%, 16%
Cc1onc(-c2ccccc2)c1C(=O)Nc1nc(-c2ccc(F)c(F)c2)cs1
→ 2%, 9%, i, 6%, i, -26%, -26%, ?, -10%
O=c1[nH]c(Nc2ccc(F)cc2)cc2ccccc12
→ -6%, 62%, -7%[57.5 µM], -36%[inhibitor], i, 11%, -2%, 4%, 24%
Cn1cccc1C(=O)NC(=O)COC(=O)c1cc(S(=O)(=O)N2CCCCC2)ccc1Cl
→ 0%, 24%, -25%, -12%, i, -6%, -11%, -25%, -22%
CCN(Cc1cc(=O)oc2cc(C)ccc12)c1ccccc1
→ -4%, -9%, -24%, -12%, i, 1%, -4%, 10µM*, -4%
O=C(CC1N=C2c3ccccc3N=C(SCc3cccc(F)c3)N2C1=O)NCc1ccc2c(c1)OCO2 (configuration not stated)
→ ., ?, -34%, -4%, ., -22%, ., ?, 8%
COC1CCC2(C)C(=CCC3C4CC(O)CC4(C)CCC32)C1 (configuration not stated)
→ 16%, ., -58%[inhibitor], 12%, i, 25%, ., 3%, 14µM*
Cc1ccc2c(c1)N(CCC(=O)NCC1COc3ccccc3O1)C(=O)CO2 (configuration not stated)
→ 6%, ?, i, 15%, i, 0%, 2%, 0%, 11%
Cc1ccc(OCCCC(=O)Nc2cc(Cl)ccc2-n2cncn2)cc1
→ 17%, 22%, i, -28%, i, 9%, 0%, -10%, ?
C#CCOCCOCCOCCNc1nc(N2CCOCC2)nc(N2CCN(C(=O)CCCCCCCCCCNC(=O)[C@@H](CCSC)n3cc(CCO)nn3)CC2)n1
→ -6%, ?, 29%, 3%, i, -6%, -3%, -7%, 18%
CC1CC(C)(C)NC(=S)N1CC(=O)N1CCN(Cc2ccc3c(c2)OCO3)CC1 (configuration not stated)
→ 2%, -4%, -8%, 4%, i, 3%, 0%, -12%, 14%[9.22 µM]
O=C(NCC1CCCO1)c1ccc2c(=O)n(Cc3ccco3)c(SCC(=O)N3CCCC3)nc2c1 (configuration not stated)
→ 0%, 3%, i, 8%, i, 4%, -1%, 2%, 17%

Full records, looked up by structure. Values in the order: aSyn rescue	FUS suppressor	PTHR1 agonist	Abeta yeast res	Akt phos inh	HEK293 tox	MmCpn inh	GLP1R inv ag	TDP43 rescue
Entry for O=C(NCC1CCCO1)c1ccc2c(=O)n(Cc3ccco3)c(SCC(=O)N3CCCC3)nc2c1 (configuration not stated) = 0%	3%	i	8%	i	4%	-1%	2%	17%
Entry for Cc1ccc(OCCCC(=O)Nc2cc(Cl)ccc2-n2cncn2)cc1 = 17%	22%	i	-28%	i	9%	0%	-10%	?
Entry for O=C(CC1N=C2c3ccccc3N=C(SCc3cccc(F)c3)N2C1=O)NCc1ccc2c(c1)OCO2 (configuration not stated) = .	?	-34%	-4%	.	-22%	.	?	8%

(continued)
Value order: aSyn rescue, FUS suppressor, PTHR1 agonist, Abeta yeast res, Akt phos inh, HEK293 tox, MmCpn inh, GLP1R inv ag, TDP43 rescue
CN(C)S(=O)(=O)c1ccc(Cl)c(C(=O)NNC(=O)c2ccc3c(c2)OCO3)c1
→ 2%, -17%, i, -21%, i, 3%, 0%, -1%, -8%
Cc1cccc(C)c1NC(=O)CSc1nnc(C2CCCCC2)o1
→ 9%, 4%, i, -4%, i, ?, 2%, 10%, 0%
Cc1[nH]nc2c1C(Cc1ccccc1)C(C#N)=C(N)O2 (configuration not stated)
→ -5%, 28%, i, -18%, i, 6%, 0%, 1%, -20%
CN(C)CCN(C(=O)/C=C/c1cccs1)c1nc2c(F)cc(F)cc2s1
→ 0%, 14%, i, -15%, i, ?, 1%, ?, 0%
c1cc(-c2ccc(CN3CCOCC3)cc2)n2ccnc2c1
→ 0%, -16%, -6%, 5%, i, -15%, ., -8%, -1%
CN(CC(=O)Nc1ccccc1Br)C(=O)C(Cc1ccccc1)NC(=O)c1ccccc1 (configuration not stated)
→ -6%, 13%, -15%, 20%, i, 1%, -1%, ?, -18%
CCOC(=O)c1c(C)oc2c1c(C=NC1CCS(=O)(=O)C1)c(O)c1ccccc12 (configuration not stated)
→ -1%, ., i, -10%, i, -10%, 1%, 13%, -8%
Cc1c(NC(=O)Cn2cc([N+](=O)[O-])cn2)c(=O)n(-c2ccccc2)n1C
→ 2%, -10%, i, -7%, i, -2%, -2%, 23%, 16%[9.22 µM]
Cc1nn(C(C)C(=O)O)c(=O)c2c1sc1ccccc12 (configuration not stated)
→ -1%, -10%, i, -2%, i, 12%, -19%, 0%, -8%
COc1cccc(C(O)c2nc(-c3cccc4cccnc34)cs2)c1 (configuration not stated)
→ 0%, -1%, -19%, ?, i, -1%, ., ?, ?
Cc1cc(C)nc(NC(=O)c2c(F)c(F)c(F)c(C(=O)Nc3cc(C)cc(C)n3)c2F)c1
→ 6%, -13%, -36%[inhibitor], -4%, i, -12%, ., ?, 4%
O=C(O)CSc1nccn1-c1cccc(Cl)c1
→ 11%, -2%, i, 17%, i, -9%, -1%, -10%, 14%
OCCCNc1nc(-c2ccc(Br)cc2)nnc1-c1ccc(Cl)cc1
→ -8%, ., -21%, 17%, i, -12%, ?, ?, ?
CCOC(=O)N1N=C(C)CC1(O)c1ccccc1 (configuration not stated)
→ 1%, -14%, i, 8%, i, -4%, 2%, 6%, 19%
COc1ccccc1N1C(=O)N(C(C)=O)C2C1Nc1ccccc1N2C (configuration not stated)
→ -3%, 42%, i, -31%[inhibitor], i, ?, 1%, 12%, 0%
CCOc1ccc(CCNS(=O)(=O)c2ccc3c(c2)oc(=O)n3C)cc1OCC
→ 2%, -8%, -2%, 0%, ., -28%, -1%, 0%, 10%
CNC(=O)CN1C(=O)c2cccnc2Sc2ccccc21
→ ., 7%, 25%, -7%, ., 9%, ., 6%, 13%
COc1ccc(S(=O)(=O)N2CCOC2CNC(=O)C(=O)NCc2ccncc2)cc1OC (configuration not stated)
→ 2%, ., i, 2%, i, 3%, -3%, 31%[activator], 16%
S=C(Nc1ccc2nsnc2c1)NC1CCCCC1
→ -13%, ., -21%, 0%, i, 15%, ?, ?, 13µM*
Cc1ccc(C(=O)Nc2onc3c2CCCC3)cc1
→ ., -3%, -38%[inhibitor], 0%, ., -15%, ., ?, ?
O=C(Nc1ccc(C(=O)NCCCN2CCN(c3ccccc3)CC2)cc1)C1=CSCCO1
→ -3%, 21%, i, -2%, i, -26%, -4%, ?, -15%
COc1ccc(CCCNC(=O)C2(C)Cc3c(-c4ccc5c(c4)OCO5)ccnc3O2)cc1 (configuration not stated)
→ -15%, 42%, i, -2%, i, -19%, ., ?, 21%
CN(CC(=O)Nc1cccc(Cl)c1)C1=NS(=O)(=O)c2ccccc21
→ 3%, 4%, -5%, -12%, i, 0%, 1%, -5%, -16%
COc1cc(C(=O)N=C2SC3CS(=O)(=O)CC3N2c2ccccc2)cc(OC)c1OC (configuration not stated)
→ 1%, -4%, -14%, -2%, i, -8%, -5%, 5%, 11%
O=C1CC(NCC2CCCO2)C(=O)N1c1ccc(Cl)cc1 (configuration not stated)
→ -5%, -2%, -8%, 2%, i, -9%, -2%, 4%, 20%
Cc1cc(C)nc(CC(N)=O)n1
→ 1%, 0%, i, 28%, i, -2%, 0%, 7%, -3%
COc1ccc(N2CCOCC2)c(NC(=O)COc2cccc(C)c2)c1
→ 12%, ., i, 1%, i, 6%, 1%, -14%, 17%
